From PubChem
FLuc act counter: firefly luciferase counter-screen for stimulation assays; P08659; activation factor at 10 µM; ATPlite luciferase biochemical, luminescence, 10 min; 0 = ATP-free wells, 1 = DMSO control; 200,000 tested, under 10 active;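 active = luciferase activation factor, scaled between plate controls, of at least 2 with compound at 10 µM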
Target sequence (P08659 whole entry, looked up): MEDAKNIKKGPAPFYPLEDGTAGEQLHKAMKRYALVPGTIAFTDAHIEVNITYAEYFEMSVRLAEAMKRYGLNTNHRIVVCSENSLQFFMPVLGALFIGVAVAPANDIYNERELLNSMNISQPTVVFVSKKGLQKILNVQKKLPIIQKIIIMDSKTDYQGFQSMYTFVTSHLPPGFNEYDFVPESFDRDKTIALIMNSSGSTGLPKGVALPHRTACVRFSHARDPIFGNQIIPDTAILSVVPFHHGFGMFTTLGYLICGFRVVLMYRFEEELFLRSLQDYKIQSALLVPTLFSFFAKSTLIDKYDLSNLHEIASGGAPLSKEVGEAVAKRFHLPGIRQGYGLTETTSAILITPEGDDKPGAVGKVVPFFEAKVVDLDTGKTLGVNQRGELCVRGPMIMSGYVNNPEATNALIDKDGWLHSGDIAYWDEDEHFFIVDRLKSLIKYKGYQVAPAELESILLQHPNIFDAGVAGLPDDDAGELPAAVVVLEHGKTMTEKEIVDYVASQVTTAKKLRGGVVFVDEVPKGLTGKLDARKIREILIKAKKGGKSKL
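System: cell-free luciferase reagent; medium: PBS as buffer for the ATP substrate; doses: test compounds dosed from 2 mM stocks in 100% DMSO; incubation: 10 min, room temperature; measured by: luminescence from luciferase reaction; read-out: luciferase activation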
L major viab: Leishmania major promastigote growth inhibition; Leishmania major promastigotes, resazurin fluorescence viability; 200,000 tested, 9% active; inhibition, % at 10 µM; AID 1063; in the data active = inhibition above about 50%;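 also: promastigotes grown with compound for 44 hours at 28 °C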
RAM network inh: yeast RAM network inhibition; 190,000 tested, 1.8% active; inhibition, % at 50 µM; S. cerevisiae dse1pr::URA3 reporter, 5-FOA growth OD615, 2 d; analog-sensitive cbk1-as2 kinase mutant strain;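 active = inhibition above a set limit, 3 SD over mean compound inhibition, cut at about 8.4% in these data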;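 also: 0% = DMSO-only wells with no growth and 100% = 10 µM 1-NA-PP1 full growth; inhibition rescues growth on 5-FOA so higher OD means more RAM inhibition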
FLuc inh counter: inhibits firefly luciferase, flagging false hits in luciferase inhibition screens; P08659; ATPLite firefly luciferase biochemical luminescence, 10 min; inhibition, % at 10 µM; 200,000 tested, 1.5% active;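 active = inhibition above about 50% when tested at 10 µM, limit read from the data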
APP 5UTR inh: APP translation inhibition; inhibition, % at 2 µM; 190,000 tested, 0.82% active; SH-SY5Y APP 5'UTR-luciferase reporter, luminescence; AID 1285;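 active = inhibition above a set limit, derived from the sample mean plus 3 SD, cut at about 45% in these data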; also: values of inactives mirror those of a sister screen read the other way
bIAP inh: blocks bovine intestinal alkaline phosphatase activity; purified bovine IAP, CDP-star luminescence, 30 min; inhibition, % at 20 µM; 190,000 tested, under 10 active;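 active = over 50% inhibition of intestinal alkaline phosphatase at 20 µM in the single-dose screen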
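Assay system: bovine IAP enzyme; medium: DEA buffer 100 mM, pH 9.8, with MgCl2 1.0 mM, ZnCl2 0.02 mM; doses: 20 µM single dose; incubation: enzyme reaction for 30 min at room temperature; detection: CDP-star luminescence signal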
TNAP inh hiacc: inhibitors of human TNAP at high phosphate acceptor concentration | purified TNAP, CDP-star luminescence, 1 M DEA | inhibition, % at 20 µM | 200,000 tested, 0.03% active | AID 1135;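 active = over 50% inhibition of tissue-nonspecific alkaline phosphatase at 20 µM in the single-dose screen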;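 also: plate controls were DMSO wells for no effect and EDTA-quenched wells as full inhibition for full effect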
Target sequence (P05186 whole entry, looked up): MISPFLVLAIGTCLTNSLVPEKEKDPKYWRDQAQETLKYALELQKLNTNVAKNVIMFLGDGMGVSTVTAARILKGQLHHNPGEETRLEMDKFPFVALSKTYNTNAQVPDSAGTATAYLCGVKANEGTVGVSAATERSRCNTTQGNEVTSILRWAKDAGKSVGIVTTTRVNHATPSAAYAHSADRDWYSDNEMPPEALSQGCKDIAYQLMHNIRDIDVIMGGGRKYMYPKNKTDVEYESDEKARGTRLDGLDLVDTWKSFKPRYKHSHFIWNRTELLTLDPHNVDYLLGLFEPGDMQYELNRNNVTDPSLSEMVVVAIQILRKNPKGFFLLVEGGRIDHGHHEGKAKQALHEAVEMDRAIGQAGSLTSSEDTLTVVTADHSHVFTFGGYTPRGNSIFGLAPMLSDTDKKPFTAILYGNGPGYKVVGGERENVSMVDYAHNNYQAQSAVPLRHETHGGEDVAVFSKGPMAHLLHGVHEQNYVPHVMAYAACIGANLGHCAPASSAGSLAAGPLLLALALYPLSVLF
bIAP activator: intestinal alkaline phosphatase (bovine) activation; purified bovine IAP, CDP-star luminescence, 30 min; active compounds read high; fold of DMSO-control signal, blank-subtracted; activation factor at 20 µM; 200,000 tested, 0.17% active; AID 1016;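 active = activation factor of 2 or more at 20 µM, a signal rise over negative controls twice the positive control's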
TNAP act hiacc: TNAP (human) activation, high acceptor | P05186 | purified TNAP, CDP-star luminescence, 1 M DEA, 30 min; active compounds read high; 0 = EDTA background, 1 = DMSO-only activity | activation factor at 20 µM | 200,000 tested, under 10 active | AID 1136;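 active = activation factor at least 2 at 20 µM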
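Control set: EDTA negative control, DMSO positive control / Assay system: human TNAP / Quantity: TNAP 1/800 final / Evaluation: TNAP activation factor scaled between EDTA and DMSO control wells / Measured by: luminescent substrate turnover signal / Compound dosing: one dose, 20 µM / Times: 30 min enzyme reaction at room temperature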
TNAP inh no acc: TNAP (human) inhibition, acceptor-free conditions; P05186; purified TNAP, CDP-star luminescence, 30 min; inhibition, % at 20 µM; 200,000 tested, 0.26% active;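 active = tissue-nonspecific alkaline phosphatase inhibition above about 50% at 20 µM in the single-dose screen, limit read from the data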;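 also: 0% = DMSO negative control and 100% = EDTA positive control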
* = called active by the depositor; nt = not tested or not shown.

Screens in order: bIAP activator, RAM network inh, TNAP act hiacc, FLuc inh counter, L major viab, FLuc act counter, TNAP inh hiacc, bIAP inh, TNAP inh no acc, APP 5UTR inh
CCOC(=O)c1cc2n(n1)C(C(F)(F)C(F)(F)F)CC(C)N2 (stereo not given)
→ 1, 0.0, 1.1, -6, -3, 1.1, -5, 5, -12, 3
CC(=O)c1ccc(NC(=S)Nc2cccc(S(=O)(=O)Nc3c(C)n(C)n(-c4ccccc4)c3=O)c2)cc1
→ 0.8, -0.2, 1, -4, -8, 1, 3, 25, 6, -17
Cc1ccc(CCNC(=O)C2CCCN(c3nc4ccccc4o3)C2)cc1 (stereo not given)
→ 1, 0.0, 1, -4, 0, 1, 0, -3, -10, 6
COC(=O)c1ccc(NC(=O)c2ccco2)cc1
→ 0.9, 0.1, 1.1, 37, -6, 0.6, -6, 11, -4, -120
COc1ccccc1Nc1nc(=O)[nH]nc1C
→ 0.9, 0.7, 1, -4, 24, 1, -5, 6, -16, 24
Cc1ccc(S(=O)(=O)N/N=C/c2ccc(OCC(=O)Nc3ccccc3Cl)cc2)cc1
→ 1, 0.9, 1.1, -4, -2, 1, -5, 1, -7, -11
CCOCC(=O)Nc1ccc(-c2cn3cccnc3n2)cc1
→ 1, 0.9, 1, 1, 6, 1, -4, -3, -10, -22
CCCN(CC1COc2ccccc2O1)C(=S)Nc1ccc(C)cc1 (stereo not given)
→ 0.8, 3.7, 1, -7, 17, 1.1, 2, 18, -16, -3
Cn1nc(-c2ccc(N3CCN(CCO)CC3)c([N+](=O)[O-])c2)c2ccccc2c1=O
→ 1.1, 1.9, 1, -2, 99*, 1, -4, -6, -3, -22
O=C(NCCN1C(=O)S/C(=C/c2cccnc2)C1=O)C1CC(=O)N(Cc2ccccc2)C1 (stereo not given)
→ 1, 3.9, 1, -8, -4, 1.1, -1, -2, 11, 1

Additional entries:
Screens in order: bIAP activator, RAM network inh, TNAP act hiacc, FLuc inh counter, L major viab, FLuc act counter, TNAP inh hiacc, bIAP inh, TNAP inh no acc, APP 5UTR inh
Nc1sc(-c2ccccc2)c(Cc2ccccc2)c1C(=O)O
→ 0.9, 3.7, 1, -2, -13, 1, -1, 9, -5, -35
COc1ccc(S(=O)(=O)N2CCCC(C(=O)NCc3ccncc3)C2)cc1 (stereo not given)
→ 1.1, 0.7, 1, -3, 1, 1, -4, -8, -10, 2
Cc1nc2sc(C(c3ccco3)N3CCN(c4ccccc4)CC3)c(O)n2n1 (stereo not given)
→ 1.1, nt, 1, -4, 6, 1, -2, -13, -6, -6
CCN(CC)C(=O)CSc1nc(C)cc(C)c1C#N
→ 1.2, -0.9, 1, -5, -4, 1.1, 1, -17, -7, -13
CCCC(c1nnnn1CS(=O)(=O)c1ccc(C)cc1)N1CCN(c2ccc(F)cc2)CC1 (stereo not given)
→ 0.9, 2.2, 1, -5, 24, 1, -3, 12, -2, 0
COC(=O)c1sccc1NC(=O)c1ccc(OC)c(OC)c1
→ 1.1, 1.2, 1.1, -3, -6, 1, -5, -8, -12, 12
COc1ccccc1NC(=O)Nc1nnc(CC(=O)Nc2ccccc2C)s1
→ 1.4, 2.5, 1, -7, 0, 1.1, -3, -41, -4, -1
S=c1[nH]nc(-c2cccs2)n1/N=C/c1cccs1
→ 0.8, 1.5, 1, 3, -15, 1, -1, 18, 36, -2
O=C(NCCO)C1CCN(S(=O)(=O)c2ccc(F)cc2)CC1
→ 1, 2.9, 1, -4, 1, 1, -4, 4, -7, -20
CC(=O)c1cc2c(cc1N/C(=N/S(=O)(=O)c1ccc(Br)cc1)c1ccccc1)OCO2
→ 1, 0.4, 1, -1, 6, 1, 2, -4, -7, 6

(next part)
Screens in order: bIAP activator, RAM network inh, TNAP act hiacc, FLuc inh counter, L major viab, FLuc act counter, TNAP inh hiacc, bIAP inh, TNAP inh no acc, APP 5UTR inh
CCNC(=S)Nc1cc(-c2ccc(Cl)cc2)[nH]n1
→ 0.9, 1.6, 1, 5, 11, 0.9, -3, 10, -3, -33
COc1ccccc1C(=O)Nc1ccc(Oc2ncnc3sc(-c4ccccc4)cc23)cc1
→ 0.9, 3.3, 1.1, -10, 10, 1.1, -6, 7, 5, 18
O=C1c2[nH]nc(-c3ccccc3O)c2C(c2ccccc2F)N1Cc1ccco1 (stereo not given)
→ 1.5, 3.9, 1.1, -6, 100*, 1.1, -6, -46, -131, 2
Cc1cccc2sc(NC(=O)[C@@H]3CCCN3C(=O)c3cccs3)nc12
→ 0.4, -0.9, 1, -5, 5, 1, 1, nt, 0, 15
CCNc1nc(NC(C)(C)C)nc(SC(C(C)=O)C(C)=O)n1
→ 0.7, 0.4, 1, -4, -2, 1, -2, 30, 0, -3
Cc1ccccc1C1NS(=O)(=O)N=C1N (stereo not given)
→ 0.9, 1.2, 1, -4, -4, 1, 4, 7, 10, -8
CCN(c1cccc(C)c1)C(C(=O)Nc1ccc(OC)cc1)c1cc2c(cc1[N+](=O)[O-])OCO2 (stereo not given)
→ 1.1, 3.6, 1, -5, 79*, 1, -2, -10, 2, -17
CC(=O)N1CCN(CC(=O)Nc2ccc(C)c(S(=O)(=O)N(C)C)c2)CC1
→ 1.1, 2.5, 1, -6, -3, 1.1, -1, -5, -3, -8
CC1Cc2ccccc2N1C(=S)Nc1cccc(S(=O)(=O)N(C)C)c1 (stereo not given)
→ 0.7, 1.2, 1, -5, 26, 1.1, -5, 26, -14, 9
O=C(CCCSc1nc2ccccc2s1)NCc1ccco1
→ 0.9, 0.3, 1, -1, 1, 1, -1, 10, -9, 3

(continued)
Screens in order: bIAP activator, RAM network inh, TNAP act hiacc, FLuc inh counter, L major viab, FLuc act counter, TNAP inh hiacc, bIAP inh, TNAP inh no acc, APP 5UTR inh
C#CCNC(=O)C1=C[C@H](C2CC2)C[C@H](OCCCCO)O1
→ 1, 0.9, 1.1, -2, -11, 1, -9, 3, -13, 9
Cc1ccc(N(C(=O)Nc2ccccc2)C2=NCC(C)S2)cc1 (stereo not given)
→ 1, 1.0, 1, 5, 21, 1, 1, 2, -7, -14
COc1ccccc1C(=O)C(O)c1ccccc1OC (stereo not given)
→ 0.9, 2.0, 1, -7, 2, 1.1, -2, 10, -13, 9
CC1CCCCN1CC(=O)Nc1ccc(Oc2ccccc2)cc1 (stereo not given)
→ 1, 0.1, 1.1, -12, 96*, 1.1, -5, 2, -15, 0
Fc1cccc(NC(=S)NCCN2CCOCC2)c1
→ 1.1, 0.3, 1, -4, 67*, 1, 4, -7, -5, -6
COc1ccc(N2CCCn3c2nc2c3c(=O)n(Cc3ccc(C)cc3)c(=O)n2C)c(OC)c1
→ 1.1, 0.7, 1, -1, 13, 1, -3, -6, -3, -2
Cc1ccccc1C(=O)Nc1ccc(N2CCCC2)cc1
→ 1, 0.6, 1, 29, 4, 0.7, -4, -1, -10, -7
O=C(COC(=O)CCCSc1nc2ccccc2[nH]1)NC(=O)NC1CCCC1
→ 0.9, -0.5, 1, 2, 45, 1, 1, 9, 7, -2
COc1ccc2nc(C)cc(N3CC(C)OC(C)C3)c2c1 (stereo not given)
→ 1.1, 0.3, 1.1, -3, 13, 1, -6, -10, -10, 28
COc1ccc([C@H]2[C@H](C(C)=O)N3N=Cc4ccccc4C3C23C(=O)OC(C)(C)OC3=O)cc1 (stereo not given in full)
→ 0.9, -0.2, 1, -2, 17, 1, -4, 8, 0, 6

Compounds shown so far that contain a Cl atom:
Screens in order: bIAP activator, RAM network inh, TNAP act hiacc, FLuc inh counter, L major viab, FLuc act counter, TNAP inh hiacc, bIAP inh, TNAP inh no acc, APP 5UTR inh
Cc1ccc(S(=O)(=O)N/N=C/c2ccc(OCC(=O)Nc3ccccc3Cl)cc2)cc1
→ 1, 0.9, 1.1, -4, -2, 1, -5, 1, -7, -11
CCNC(=S)Nc1cc(-c2ccc(Cl)cc2)[nH]n1
→ 0.9, 1.6, 1, 5, 11, 0.9, -3, 10, -3, -33

Remaining list, next part:
Screens in order: bIAP activator, RAM network inh, TNAP act hiacc, FLuc inh counter, L major viab, FLuc act counter, TNAP inh hiacc, bIAP inh, TNAP inh no acc, APP 5UTR inh
O=C(c1cnn2ccccc12)N(Cc1ccco1)C1CCCC1
→ 1, -0.2, 1, -8, 0, 1.1, 0, -3, -8, -6
O=C(/C=C/NCC(=O)c1ccccc1)c1ccc(Br)cc1
→ 1, -0.6, 0.9, -3, -1, 1, 5, 5, 0, 10
Cc1ccccc1NC(=S)N(CCN(C)C)C(C)c1cccnc1 (stereo not given)
→ 0.8, -0.2, 1, -9, 5, 1.1, -5, 20, -10, -1
CN(CCc1ccccn1)S(=O)(=O)c1ccc(F)cc1
→ 1, 0.8, 1, -6, -2, 1.1, -1, 0, -11, 2
Cn1c(SCC(=O)Nc2ccc3nc(SCC(=O)N4CCCC4)sc3c2)nnc1-c1ccccc1
→ 1, 0.6, 1, -4, 2, 1, -3, -2, -6, -5
O=C(CSc1nnnn1-c1cccc2ccccc12)NC(C(=O)O)(c1ccccc1)c1ccccc1
→ 1, 8.8*, 1.1, 2, -3, 1, -5, 0, -1, -11
O=C(NNC(=O)c1cccc(S(=O)(=O)N2CCN(c3ccccc3)CC2)c1)c1ccc(Cl)cc1
→ 0.9, 1.6, 1, -5, -8, 1.1, -1, 6, -70, -14
O=C(CN1CCc2ccccc2C1)Nc1ccc(Br)cc1
→ 0.7, 3.5, 0.9, 2, -5, 1, 8, 30, -8, -8
COc1ccc(OC)c(C2=Nn3c(nnc3C3CCCCC3)SC2)c1
→ 1, 2.4, 1, 1, 10, 1, 0, 2, -6, -3
CCOC(=O)CSc1nc2cc(OCC)ccc2cc1C#N
→ 0.9, 4.2, 1, -3, -2, 1, -1, 5, -6, -168

(more compounds)
Screens in order: bIAP activator, RAM network inh, TNAP act hiacc, FLuc inh counter, L major viab, FLuc act counter, TNAP inh hiacc, bIAP inh, TNAP inh no acc, APP 5UTR inh
O=C(NC(C(=O)c1ccccc1)N1CCOCC1)c1cccs1 (stereo not given)
→ 1.1, 1.7, 1.1, 1, -5, 1, -11, -9, -5, -19
COc1ccccc1N1CCN(C(=O)c2cc3c(-c4ccc(Cl)cc4)nn(C)c3s2)CC1
→ 1, 5.6, 1, -6, 60*, 1.1, -5, 0, 15, -20
Cc1cccc(CSCCNC(=S)Nc2ccccc2)c1
→ 0.8, 0.8, 1.1, -2, 8, 1, -5, 24, -32, -10
COc1ccc(Br)cc1-c1nc(C)c(C(C)=O)n1O
→ 0.9, 2.4, 1, -5, -9, 1, -3, 7, -13, -23
CCOC(=O)CCc1c(C)nc2ncnn2c1C
→ 1, 0.5, 1.1, -6, 0, 1.1, -6, 0, -11, 0

Two of the compounds above, field by field:
> COc1ccccc1N1CCN(C(=O)c2cc3c(-c4ccc(Cl)cc4)nn(C)c3s2)CC1
  bIAP activator = 1
  RAM network inh = 5.6
  TNAP act hiacc = 1
  FLuc inh counter = -6
  L major viab = 60*
  FLuc act counter = 1.1
  TNAP inh hiacc = -5
  bIAP inh = 0
  TNAP inh no acc = 15
  APP 5UTR inh = -20
> Cc1cccc(CSCCNC(=S)Nc2ccccc2)c1
  bIAP activator = 0.8
  RAM network inh = 0.8
  TNAP act hiacc = 1.1
  FLuc inh counter = -2
  L major viab = 8
  FLuc act counter = 1
  TNAP inh hiacc = -5
  bIAP inh = 24
  TNAP inh no acc = -32
  APP 5UTR inh = -10
